M4 PAM: potentiates acetylcholine response at human M4 receptor. P08173. CHO-K1 hM4/Gqi5, Fluo-8 calcium fluorescence, ACh EC20; 0% = ACh EC20, 100% = maximal ACh. activation, % at 3 µM. hit rate 0.4% among 360,000. AID 624126;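 active = activation above its plate's cutoff, the mean activation of sample wells plus 3 SD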; also: some results filed as inactive read as strong as hits
Target sequence (P08173 whole entry, looked up): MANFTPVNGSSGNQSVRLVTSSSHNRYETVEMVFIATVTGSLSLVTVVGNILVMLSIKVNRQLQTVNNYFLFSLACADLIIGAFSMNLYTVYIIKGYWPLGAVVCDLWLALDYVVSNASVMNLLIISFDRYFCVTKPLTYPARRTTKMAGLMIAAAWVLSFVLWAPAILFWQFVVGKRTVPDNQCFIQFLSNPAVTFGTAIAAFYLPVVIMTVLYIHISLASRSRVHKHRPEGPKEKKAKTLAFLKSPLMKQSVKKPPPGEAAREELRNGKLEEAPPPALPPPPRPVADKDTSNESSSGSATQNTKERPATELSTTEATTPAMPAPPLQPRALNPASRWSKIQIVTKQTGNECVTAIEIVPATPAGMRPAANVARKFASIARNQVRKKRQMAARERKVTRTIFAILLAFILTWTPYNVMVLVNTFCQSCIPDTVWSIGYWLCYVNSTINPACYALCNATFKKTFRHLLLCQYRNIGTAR
IDE inh: cellular human IDE inhibition | HEK cells, FAbetaB cleavage, fluorescence polarization | inhibition, % at 5.59 µM | hit rate 0.41% among 320,000 | P14735;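 active = percent inhibition above the average of all tested compounds plus 3 SD, set per screening campaign, cut at about 16% in these data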;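 also: IDE supplied by intact live HEK cells; FP after avidin binding of uncleaved biotin substrate so inhibition keeps polarization high; 0% = DMSO wells and 100% = 60 µM reference IDE inhibitor Ii1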
CRFBP-R2 agonist: agonists of human CRF-binding protein/CRF-R2 receptor complex | AID 588473 | HEK293 CRF-R2/CRF-BP, calcium dye fluorescence (FLIPR); percent of saturating CRF peptide response | activation, % at 13.2 µM | hit rate 0.46% among 350,000;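 active = activation of at least 50%, plus an integration ratio under a set limit after plate pattern correction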;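 also: plate controls were neutral control wells without compound for no effect and CRF at EC100 for full effect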
M5 PAM: positive allosteric modulators of human muscarinic M5 receptor | P08912 | CHO-K1 hM5, Fluo-8 calcium, ACh EC20 PAM; 0% = ACh EC20, 100% = ACh EC100 | activation, % at 3 µM | hit rate 0.3% among 360,000 | AID 624038;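 active = activation above the run cutoff, the mean activation of all test compounds plus 3 SD, cut at about 18% in these data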
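system = human M5 receptor in CHO-K1 cells | reagent = EC20 acetylcholine as agonist stimulus | compound dosing = single-point, 3 µM nominal | incubation = Fluo-8 loading 80 min at 37 °C plus 30 min room temperature | detection = Fluo-8 calcium dye fluorescence, kinetic read | benchmarks = low control EC20 acetylcholine (0%), high control EC100 acetylcholine (100%)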
CHRM5 agonist: agonists of human muscarinic M5 receptor (CHRM5); P08912; AID 624037; CHO-K1 hM5 cells, Fluo-8 calcium fluorescence; 0% DMSO wells, 100% maximal acetylcholine response; hit rate 0.19% among 360,000; activation, % at 3 µM;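 active = activation above the run's mean over test compounds plus 3 SD, cut at about 23% in these data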;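 also: signal is peak over basal fluorescence ratio across the kinetic read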
CRFR2-BP antag: antagonists of CRF-binding protein/CRF-R2 receptor complex; HEK293 CRF-R2/CRF-BP, CRF-induced calcium fluorescence; inhibition, % at 11.8 µM; hit rate 0.59% among 350,000; AID 588475;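 active = inhibition of the ligand-induced calcium signal above about 50% at the single tested concentration, limit read from the data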
M4 ag: CHRM4 agonism in calcium assay; P08173; CHO-K1 hM4/Gqi5, Fluo-8 calcium fluorescence; vehicle 0%, full acetylcholine response 100%; activation, % at 3 µM; hit rate 0.14% among 360,000;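 active = activation above the run mean over all test wells plus 3 SD, cut at about 32% in these data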;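 also: peak over basal fluorescence ratio per well then scaled between controls; 0% = DMSO wells and 100% = acetylcholine at EC100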
M5 antag: CHRM5 antagonism in calcium assay; P08912; CHO-hM5 cells, Fluo-8 calcium fluorescence, ACh EC80; inhibition, % at 3 µM; hit rate 0.59% among 360,000;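 active = inhibition above a per-plate cutoff, the mean of that plate's test compounds plus 3 SD, cut at about 27% in these data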;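 also: 0% = acetylcholine EC80 with DMSO and 100% = DMSO without agonist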
M4 antag: blocks acetylcholine activation of human M4 receptor. P08173. CHO-hM4 cells, ACh EC80, Fluo-8 calcium fluorescence. inhibition, % at 3 µM. hit rate 0.73% among 360,000. AID 624125;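 active = inhibition above its plate's cutoff, the mean inhibition of sample wells plus 3 SD, cut at about 27% in these data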;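 also: 0% = acetylcholine EC80 with DMSO and 100% = DMSO without agonist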
* hit, by the source's call; x = no result given.

Start of the data: the first 10 records as a preview:
item	compound	M4 PAM	IDE inh	CRFBP-R2 agonist	M5 PAM	CHRM5 agonist	CRFR2-BP antag	M4 ag	M5 antag	M4 antag
1	O=S(=O)(N1CCCCC1)N1CCN(c2cc(Cl)ccc2Cl)CC1	-6	-1	0.4	-1	0	-78	0	7	-2
2	COc1cc(NC(=O)c2ccc3c(c2)OCO3)c2ncccc2c1	7	-2	0.6	-8	-6	9	1	-6	2
3	CC(C)CC(COCc1ccc([N+](=O)[O-])cc1)N1CCN(C(=O)c2ccc(C(F)(F)F)cc2)CCC1=O (stereo unspecified)	-1	4	-0.8	-9	-5	1	9	13	-1
4	O=C(Cc1n[nH]c(=O)[nH]c1=O)N/N=C/c1cccc(Cl)c1	-4	-1	-1.1	-5	3	15	0	0	-8
5	CCN(CC)S(=O)(=O)c1ccc(NC(=O)c2cccs2)cc1	7	-8	0.7	-5	-4	8	4	3	-9
6	NC(CC(=O)O)c1ccc(Br)cc1 (stereo unspecified)	3	-2	-1.9	-1	3	5	0	2	4
7	CC(C)N1CCC(NC(=O)Nc2ccccc2)CC1	-5	-6	-2.2	0	-2	-2	1	-14	-13
8	O=C1CC(Cc2ccc(Cl)cc2)C(=O)N1c1ccccn1 (stereo unspecified)	2	2	-2.5	-5	-2	50	1	6	-6
9	Cc1ccc2cccc(OC(=O)c3c(F)cccc3Cl)c2n1	-1	x	x	-3	-2	x	0	3	-2
10	COc1ccc(C(=O)N2c3ccc(F)cc3CCC2C)cc1OC (stereo unspecified)	-7	3	-1.5	4	-4	14	1	3	-1

The list itself, previewed entries included:
item	compound	M4 PAM	IDE inh	CRFBP-R2 agonist	M5 PAM	CHRM5 agonist	CRFR2-BP antag	M4 ag	M5 antag	M4 antag
1	O=S(=O)(N1CCCCC1)N1CCN(c2cc(Cl)ccc2Cl)CC1	-6	-1	0.4	-1	0	-78	0	7	-2
2	COc1cc(NC(=O)c2ccc3c(c2)OCO3)c2ncccc2c1	7	-2	0.6	-8	-6	9	1	-6	2
3	CC(C)CC(COCc1ccc([N+](=O)[O-])cc1)N1CCN(C(=O)c2ccc(C(F)(F)F)cc2)CCC1=O (stereo unspecified)	-1	4	-0.8	-9	-5	1	9	13	-1
4	O=C(Cc1n[nH]c(=O)[nH]c1=O)N/N=C/c1cccc(Cl)c1	-4	-1	-1.1	-5	3	15	0	0	-8
5	CCN(CC)S(=O)(=O)c1ccc(NC(=O)c2cccs2)cc1	7	-8	0.7	-5	-4	8	4	3	-9
6	NC(CC(=O)O)c1ccc(Br)cc1 (stereo unspecified)	3	-2	-1.9	-1	3	5	0	2	4
7	CC(C)N1CCC(NC(=O)Nc2ccccc2)CC1	-5	-6	-2.2	0	-2	-2	1	-14	-13
8	O=C1CC(Cc2ccc(Cl)cc2)C(=O)N1c1ccccn1 (stereo unspecified)	2	2	-2.5	-5	-2	50	1	6	-6
9	Cc1ccc2cccc(OC(=O)c3c(F)cccc3Cl)c2n1	-1	x	x	-3	-2	x	0	3	-2
10	COc1ccc(C(=O)N2c3ccc(F)cc3CCC2C)cc1OC (stereo unspecified)	-7	3	-1.5	4	-4	14	1	3	-1
11	CCOC(=O)Cc1csc(NC(=O)CSc2nnc(-c3ccc(NS(=O)(=O)CC)cc3)o2)n1	-1	-1	-1.0	-6	5	-7	18	-4	-5
12	CC(=O)Nc1ccc(-c2ccnc3c2CC(C)(C(=O)NCCC(F)(F)F)O3)cc1 (stereo unspecified)	-3	x	x	-3	2	x	3	-7	8
13	O=C(CNC(=O)[C@@H]1Cc2ccccc2CN1)NC1CCCCC1	-6	-1	-0.8	-2	-3	1	0	9	3
14	O=C(c1cc([N+](=O)[O-])ccc1Cl)N1CCc2ccccc21	-2	8	-1.5	-3	-5	12	-1	5	3
15	Cc1ccc(C(O)c2cccnc2)o1 (stereo unspecified)	0	1	-1.1	-2	0	4	2	-7	8
16	CN(c1cccc(NC(=O)CN(c2cccc(F)c2)S(C)(=O)=O)c1)S(C)(=O)=O	-8	-1	2.0	-2	3	-7	1	9	9
17	Cc1nn(C)c(C)c1S(=O)(=O)N1CCC(CO)(Cc2ccc(Cl)cc2)CC1	-6	10	1.9	0	-1	-11	5	7	-3
18	CCC(C)c1ccc(NC(=O)COC(=O)CCNC(=O)c2ccco2)cc1 (stereo unspecified)	16	-2	-0.6	6	1	-10	5	-1	-14
19	O=C(Cn1ccc2ccccc2c1=O)NCCC(=O)Nc1cccc(Cl)c1	-3	2	0.4	-1	-3	-4	1	3	-4
20	Cc1ccc2nc(N(CCCN(C)C)C(=O)c3ccc4c(c3)CCCC4)sc2c1	-1	-12	6.1	-15	-2	-138	14	14	4
21	COc1ccccc1/C=C/C1C(C(=O)OCC(C)C)=C(C)N=C2SCCC(=O)N21 (stereo unspecified)	3	-2	-0.1	5	0	14	-1	-13	-8
22	c1ccc(SCc2nc(-c3ccncc3)no2)cc1	-7	0	-0.3	-4	2	-1	2	-1	4
23	COC(=O)C[C@H]1C[C@@H]2c3cc(NC(=O)NC4CCCC4)ccc3O[C@@H]2[C@@H](CO)O1	-1	x	2.6	7	0	-13	2	-4	1
24	Cc1cccc(C(=O)OCC(=O)c2c(C)[nH]c3ccccc23)c1O	4	-1	1.8	-23	2	-2	12	11	9
25	CCCn1c(SCC(=O)N2CCc3ccccc32)nnc1-c1ccco1	-1	0	-0.9	0	0	5	2	-6	3
26	CC(=O)Nc1cc(-c2cccc(C(=O)NCCN(C)C)c2)cn2c(-c3ccc(C(C)=O)cc3)cnc12	2	x	x	-7	2	x	1	20	2
27	CC(C)(C)NC(=O)c1ccccc1NC(=O)C1CC(=O)N(C2CCCCC2)C1 (stereo unspecified)	10	1	-1.9	0	-2	-2	1	9	-20
28	Cc1ccc(SCC(=O)NN=C2CCN(C)CC2)cc1	6	-2	-0.4	-8	-2	8	3	-7	-4
29	CCCOc1ccc(/C=C/C(=O)O)cc1OC	19*	2	0.8	0	1	-9	1	7	-15
30	COc1cccc(N2C(=O)[C@H]3C(C(=O)c4cnccn4)=NN[C@H]3C2=O)c1	3	3	-1.0	-4	-3	8	0	15	-4
31	O=C(O)c1ccc(/C=N/Nc2ncc(C(F)(F)F)cc2Cl)cc1	0	-1	0.4	-1	-2	7	1	7	-4

Screens from PubChem BioAssay.
